Assay outcomes from PubChem.
rad50: NCI yeast anticancer drug screen, S. cerevisiae rad50 strain; growth inhibition, % at 50 µM; hit rate 10% among 79,000;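 further: 0% = growth of vehicle-only cultures of the same strain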
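Relative growth inhibition (compound vs vehicle) was measured in yeast with a defined repair-gene alteration.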
yeast bub3: NCI yeast anticancer drug screen, S. cerevisiae bub3 mutant strain; growth inhibition, % at 50 µM; hit rate 9.9% among 78,000; AID 167, 2004;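 further: 0% = growth of vehicle-only cultures of the same strain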
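Growth of a checkpoint-deficient yeast mutant is measured after compound exposure. Values represent inhibition relative to vehicle.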
yeast mec2-1: NCI yeast anticancer drug screen, S. cerevisiae mec2-1 strain | % growth inhibition at 50 µM | hit rate 9% among 79,000;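 further: 0% = growth of vehicle-only cultures of the same strain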
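Cells of the genetically defined mec2-1 yeast strain are incubated with test compound. Inhibition of growth is calculated against vehicle-treated controls.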
cln2 rad14: NCI yeast anticancer drug screen, S. cerevisiae cln2 rad14 strain; growth inhibition, % at 50 µM; hit rate 8.3% among 78,000;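 further: 0% = growth of vehicle-only cultures of the same strain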
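Growth inhibition, relative to vehicle-treated controls, is the read-out. The test organism is a yeast strain with defined genetic alterations, cln2 rad14.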
mlh1 rad18: NCI yeast anticancer drug screen, S. cerevisiae mlh1 rad18 strain | % growth inhibition at 50 µM | hit rate 11% among 79,000 | AID 175, 2004;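 further: 0% = growth of vehicle-only cultures of the same strain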
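Yeast w/ defined DNA-repair lesions; compound exposure; growth vs vehicle controls → % inhibition.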
yeast sgs1 mgt1: NCI yeast anticancer drug screen, S. cerevisiae sgs1 mgt1 strain | growth inhibition, % at 50 µM | hit rate 10% among 78,000;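 further: 0% = growth of vehicle-only cultures of the same strain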
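Percent growth inhibition was derived by comparing compound-exposed mutant yeast with vehicle-exposed cultures. The strain carries alterations in DNA damage repair.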
* marks the source's active call; other numbers are inactive results; & = joins results of further samples; ! = not confirmed by another sample. No stated cut-off is given here; in the data, active means growth inhibition above about 70%; inactive means the rest.

SMILES	rad50	yeast bub3	yeast mec2-1	cln2 rad14	mlh1 rad18	yeast sgs1 mgt1
COc1ccc2[nH]c3ccc4cc[n+](CCN5CCC(C6CCN(CC[n+]7ccc8ccc9[nH]c%10ccc(OC)cc%10c9c8c7)CC6)CC5)cc4c3c2c1	90*	91*	94*	91*	90*	90*
Cn1cnc([N+](=O)[O-])c1N	-11	-2	2	-9	-19	-6
COc1ccc2c(c1OC)Oc1c(OC)ccc3c1C(C2)N(C)C[C@@H]3O (stereo not given in full)	10	26	3	-1	-6	-8
COc1ccc(C2CC(=O)c3c(O)cc(OC4OC(COC5OC(C)C(O)C(O)C5O)C(O)C(O)C4O)cc3O2)cc1O (stereo not given)	5	10	-14	3	18	-13
O=C1c2ccccc2-c2ccc(-c3ccccc3)c3cccc1c23	8	7	2	1	15	24
CS(=O)(=O)OC1CC(n2ccc(=O)[nH]c2=O)OC1COC(c1ccccc1)(c1ccccc1)c1ccccc1 (stereo not given)	97*!	98*!	97*!	96*!	97*!	50&11
CC1(c2ccccc2)OCCCO1	-11	-2	-7	1	-1	-11
CC(C)CC(Nc1c(O)ccc2ccccc12)C(=O)O (stereo not given)	99*	95*	99*	73*	99*	99*
CC(C)C(NC(=O)C(Cc1ccc(O)cc1)NC(=O)OCc1ccccc1)C(=O)O (stereo not given)	10	-3	-3	-30	2	-4
N#CCCN(c1ccc(-c2nnc(NC(=O)CNNC(=O)CC(=O)Nc3ccccc3)s2)cc1)S(=O)(=O)c1ccccc1	11	-18	14	33	-5	28
O=C1CCCC(=O)c2c(O)ccc(O)c21	4	11	-4	-3	6	10
CCOC(=O)c1cnc2sc3ccc4ccccc4c3n2c1=O	52	51	23	36	61	61
NCCCN(CCCN)CCCNCc1c2ccccc2c(CNCCCN(CCCN)CCCN)c2ccccc12	91*	93*	93*	93*	91*	93*
CC(C)OC(=O)c1ccccc1C(=C1C=C(Br)C(=O)C(Br)=C1)c1cc(Br)c(O)c(Br)c1	91*	91*	92*	88*	90*	91*
CNC(=O)SCC(NC(=O)CCC(N)C(=O)O)C(=O)NCC(=O)O (stereo not given)	-7	18	10	28	36	27
CCCCCCC(C)OC(=O)c1ccccc1C(=O)OC(C)CCCCCC (stereo not given)	32	-2	8	-21	32	7
c1ccc(Cc2ccccc2)cc1	13	-1	39	2	1	-22
O=C(O)CSc1n[nH]c(Cc2ccccc2)n1	-1	7	-11	-18	-7	-3
CC(C)OC(=O)Nc1ccc(F)cc1F	6	4	22	-10	10	-9
NC(CCC(=O)OCCCl)C(=O)O (stereo not given)	4	16	5	7	2	4
Cc1ccc(C(C)C)cc1NC(=O)c1cccnc1	8	5	13	17	19	11
Cc1cc(N2CCOCC2)nc(N2CCOCC2)c1C#N	-12	20	-14	10	13	30
CN(C)CCSC(=Nc1ccccc1)N1CCCCC1	-33	8	2	31	-10	-10
CCC(C)N1C(=O)c2ccccc2C1=O (stereo not given)	33	11	-14	-14	27	17
Cc1nc(C)c2c(n1)Oc1ccc3ccccc3c1C2	6	23	8	0	29	10
Next part.
SMILES	rad50	yeast bub3	yeast mec2-1	cln2 rad14	mlh1 rad18	yeast sgs1 mgt1
CSc1cc(C(=O)O)nc(N)n1	-6	-17	5	28	-12	-22
C(=C\c1cc(-c2cc(/C=C/c3ccccc3)[nH]n2)n[nH]1)/c1ccccc1	6	-8	9	13	44	-14
CC1(N)CCC(C(C)(C)N)CC1 (stereo not given)	28	2	-9	-30	9	11
CSCCC(NC(=O)c1cnc2ccccc2c1)C(N)=O (stereo not given)	0	-22	-5	-34	15	3
CC(=O)Nc1ccc2nc(C)cc(Cl)c2c1	26	7	-3	-9	4	9
COc1cc2c(cc1OC)CC(=O)Nc1cc(OC)c(OC)cc1CC2	-33	10	3	29	9	11
Cn1c(=O)ccc2ccccc21	10	-2	0	51	-15	-2
O=C(N=Nc1c(O)[nH]c2ccccc12)C(=O)N=Nc1c(O)[nH]c2ccccc12	-5	7	8	-1	27	10
C=CCOCCCCC(C(C)=O)C(=O)OC (stereo not given)	-14	-5	-9	1	-1	-30
CC(C)(C)NC(=O)NCc1ccccc1Cl	3	-1	-8	-53	-8	-3
COc1cc2c(cc1OC)C(=O)C(C1CCCCC1)NC2 (stereo not given)	21	16	10	0	30	9
O=C1CSC(c2ccc(Cl)cc2)N1N1C(=O)CSC1c1ccc(Cl)cc1 (stereo not given)	-30	4	5	4	4	-26
Cc1ccccc1NS(=O)(=O)N1CCCCC1	-12	22	-24	19	-6	-4
Cc1nc(N)c2nc(SC(C)C)c(N)nc2n1	3	-21	-7	-31	17	0
CN(C(=O)Cl)c1ccccc1	9	17	-9	9	17	8
Fc1c(F)c(F)c(Nc2c(F)c(F)c3c(F)c(F)c(F)c(F)c3c2F)c(F)c1F	1	3	50	-63	1	-16
CC#CC#C/C(=C/C=CC(=O)OC)SC	2	7	-19	12	-38	14
Oc1c(CN2CCOCC2)ccc2cccnc12	2	-3	14	22	-3	-3
O=C1NNC2CCCCC2O1 (stereo not given)	13	-6	5	-21	9	4
COC(=O)c1ccccc1-c1c2ccccc2cc2c1ccc1ccccc12	-5	9	-17	-48	-9	-3
CC(=O)OC12CC3CCC4C(CCC5(C)C(C(C)CCCC(C)C)CCC45)C3(C)CC1C(Cl)C2=O (stereo not given)	27	-5	-2	15	-13	-1
O=C1CCCC2=C1CC1=C(CCCC1=O)N2c1ccc(Cl)cc1	6	-14	-14	-8	-17	-5
Cc1ccc2c(c1)C1(OC(=O)c3ccccc31)c1ccc(F)cc1O2 (stereo not given)	55	23	13	37	18	37
CCNC(=O)c1nnn2c1nc(N)c1cc(Cl)ccc12	-1	15	-6	13	12	9
CC(C)(C)c1cc(I)c(O)c(CN)c1	28	8	15	10	20	11

6 compounds from above, reduced to mlh1 rad18.
compound	mlh1 rad18
CN(C(=O)Cl)c1ccccc1	17
Cc1ccc(C(C)C)cc1NC(=O)c1cccnc1	19
COc1cc2c(cc1OC)CC(=O)Nc1cc(OC)c(OC)cc1CC2	9
Oc1c(CN2CCOCC2)ccc2cccnc12	-3
Cn1cnc([N+](=O)[O-])c1N	-19
c1ccc(Cc2ccccc2)cc1	1

Remaining list, next part
SMILES	rad50	yeast bub3	yeast mec2-1	cln2 rad14	mlh1 rad18	yeast sgs1 mgt1
COC(=O)c1c(C)cccc1C(=O)c1c(C)cc(C)cc1C	73*	88*	82*	15	92*	92*
CC1(C)COC(c2cccc(C(O)c3ccc(Cl)cc3)c2)=N1 (stereo not given)	47	52	68	40	54	73*
Cc1cc2c(cc1C)OC(=O)CC2	14	7	6	-12	4	-1
COC(=O)c1nc(=S)[nH]c(C(=O)OC)c1C(=O)c1cccc([N+](=O)[O-])c1	22	0	16	28	39	16
CC(=O)N1C(=O)C(=O)c2cc(Cl)ccc21	-2	0	-7	-2	-2	4
O=[N+]([O-])c1ccccc1CC(c1c[nH]c2ccccc12)c1c[nH]c2ccccc12	86*	56	81*	79*	87*	83*
CCOC(=O)/C(Cc1cnc2ccccc2n1)=N\O	-1	6	-4	-53	-25	-9
CSc1nnc(SC)c(SC)n1	10	-7	3	-70	6	-21
CNC(=O)OCc1c(COC(=O)NC)c(-c2ccc(Cl)c(Cl)c2)n2c1SCC2	66	4	27	25	86*	39
CN(C)C(=O)Sc1ccc(O)cc1	5	13	-22	-28	-3	-5
COc1cc(C2C(C(=O)Nc3ccccc3C)=C(C)NC(C)=C2C(=O)Nc2ccccc2C)ccc1O	-27	-11	-8	-3	-10	-17
CC(C)OP(=O)(OC(C)C)/C(F)=N/Nc1ccc([N+](=O)[O-])cc1	36	-6	11	-4	6	23
COc1ccc(C(=O)c2c(C(=O)O)ccc3ccccc23)cc1	10	7	2	-39	-22	11
COc1ccc(/C=C/C(=O)c2c(-c3ccccc3)nn(C)c(=O)c2N2CCCC2)cc1	-24	-11	-20	-24	-34	-33
CC(=O)Nc1ccc(F)cc1	-38	-20	-26	4	-13	-5
CCOC(=O)C(CC1CCCCC1)(NC(C)=O)C(=O)OCC	-12	0	-19	-15	-12	3
COc1ccc(/C=C(/NC(=O)c2ccccc2)C(=O)O)c(OC)c1	-7	-10	-5	-61	-10	1
COc1cccc2cc3c(cc12)C(=O)C(C)=C(C)C3=O	-2	7	-4	-9	3	-3
Nc1cccc2cccc(N)c12	52	10	2	15	45	41
CCCCNC(=O)c1ncccc1C(=O)O	-25	-9	-7	-68	-20	-20
O=C(C[n+]1cccc2ccccc21)c1ccc(F)cc1	0	10	-10	17	-3	18
COc1cc(Br)c(C=Nc2cccc3cc(OC)c(OC)cc23)cc1OC	-1	-27	-14	20	-16	-10
O=C(O)CNCCc1ccccc1	-22	-37	-23	-18	-19	-36
CNC(=O)OC(C)C1CCCCC1OC(=O)NC (stereo not given)	8	6	-1	-23	-11	3
COC(=O)Cc1ccc2c(c1)Sc1ccc(CC(=O)OC)cc1N2C	-5	35	-44	-18	-36	-10

Entries from the list above that contain an NH in an aromatic ring:
SMILES	rad50	yeast bub3	yeast mec2-1	cln2 rad14	mlh1 rad18	yeast sgs1 mgt1
COc1ccc2[nH]c3ccc4cc[n+](CCN5CCC(C6CCN(CC[n+]7ccc8ccc9[nH]c%10ccc(OC)cc%10c9c8c7)CC6)CC5)cc4c3c2c1	90*	91*	94*	91*	90*	90*
CS(=O)(=O)OC1CC(n2ccc(=O)[nH]c2=O)OC1COC(c1ccccc1)(c1ccccc1)c1ccccc1 (stereo not given)	97*!	98*!	97*!	96*!	97*!	50&11
O=C(O)CSc1n[nH]c(Cc2ccccc2)n1	-1	7	-11	-18	-7	-3
C(=C\c1cc(-c2cc(/C=C/c3ccccc3)[nH]n2)n[nH]1)/c1ccccc1	6	-8	9	13	44	-14
O=C(N=Nc1c(O)[nH]c2ccccc12)C(=O)N=Nc1c(O)[nH]c2ccccc12	-5	7	8	-1	27	10
COC(=O)c1nc(=S)[nH]c(C(=O)OC)c1C(=O)c1cccc([N+](=O)[O-])c1	22	0	16	28	39	16
O=[N+]([O-])c1ccccc1CC(c1c[nH]c2ccccc12)c1c[nH]c2ccccc12	86*	56	81*	79*	87*	83*

Further records follow.
SMILES	rad50	yeast bub3	yeast mec2-1	cln2 rad14	mlh1 rad18	yeast sgs1 mgt1
COc1ccc2c(c1)CN([C@@H](C)[C@H]1CC[C@H]3[C@@H]4CC[C@H]5C[C@@H](O)CC[C@]5(C)[C@H]4CC[C@]13C)CO2	99*	99*	99*	98*	98*	99*
Nc1ccc(C(=O)NCCCC(=O)O)cc1	-2	-4	19	1	-15	-2
O=[n+]1c2ccccc2n([O-])c2cc(Br)ccc21	99*	99*	99*	95*	99*	99*
CCCCOC1OC[N+](C)(C)CC1(C)C (stereo not given)	20	0	-3	4	26	-10
CCOC(=O)c1c(OC)ccc2ccccc12	13	22	11	-30	0	4
COC(=O)C1Cc2ccccc2C1=O (stereo not given)	-2	-12	-13	-40	-6	-15
COC(=O)Nc1nc2ccc(C(=O)c3cccs3)cc2[nH]1	-1	24	33	-35	19	18
CN(C)Cc1ccccc1O	4	6	18	-18	-52	-4
CC(=O)NNC(=S)/N=C/C(C(=O)Nc1ccc([N+](=O)[O-])cc1)=C(\C)O	-20	6	4	16	-4	-22

A section of the results above, as a working copy:
SMILES	rad50	yeast bub3	yeast mec2-1	cln2 rad14	mlh1 rad18	yeast sgs1 mgt1
COc1ccc2c(c1)CN([C@@H](C)[C@H]1CC[C@H]3[C@@H]4CC[C@H]5C[C@@H](O)CC[C@]5(C)[C@H]4CC[C@]13C)CO2	99*	99*	99*	98*	98*	99*
Nc1ccc(C(=O)NCCCC(=O)O)cc1	-2	-4	19	1	-15	-2
O=[n+]1c2ccccc2n([O-])c2cc(Br)ccc21	99*	99*	99*	95*	99*	99*
CCCCOC1OC[N+](C)(C)CC1(C)C (stereo not given)	20	0	-3	4	26	-10
CCOC(=O)c1c(OC)ccc2ccccc12	13	22	11	-30	0	4
